# Yfh1-off respiration: enhancers of respiration in Yfh1-depleted yeast, dose response, Friedreich's ataxia, plus single-dose screen (AID 1465); 0.074% of 220,000 active; S. cerevisiae Yfh1-off respiration, WST-1 reduction, 72 h; higher fold induction means a stronger effect; fold induction at 50 µM; hits with a dose series show EC50 in µM;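 active = fold induction of absorbance versus untreated yeast above a set limit, then at least 30% activation at any dose in follow-up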;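 also: activators that raise dye reduction in frataxin-depleted yeast; strong numbers were not always called active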
# Dynein transport: inhibitors of GR-EGFP nuclear translocation, primary screen, dynein cargo transport inhibitor project, imaging, high-content, 3617.4 mouse cells. test concentration mostly 20 µM; stimulated with dexamethasone, 1 µM; hits give low values. z-score, hits read low. 0.47% of 220,000 active;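 active = plate z-score of nuclear minus cytoplasmic receptor signal below a set negative limit, without overly bright fluorescence or cell loss, cut at about -3.5 in these data, passing the limit was not always enough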;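 also: z-score of nuclear minus cytoplasmic ring GR-EGFP intensity difference per well; some compounds called inactive have numbers as strong as hits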
#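 Schedule: 48 h induction, then 1 h compound, then 30 min agonist, 37 °C. Buffer or medium: tetracycline-free induction medium containing charcoal-stripped FBS. Reagent: 1.0 µM final dexamethasone stimulus. Evaluation: nuclear versus cytoplasmic GR-EGFP signal, averaged per well. Signal: high-content fluorescence imaging after fixation.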
# Insulin prom up: insulin promoter activators in MIN6 cells, imaging, high-content screening, mouse beta cells | MIN6 insulin promoter-GFP reporter; hits give high values | 0.3% of 190,000 active | z-score at 5 µM;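 active = z-score above 3 at 5 µM with at least 500 cells counted in the well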
# Autophagy mod: autophagy modulators in MEF cells, primary screen, imaging, high-content, MEF GFP-LC3; AID 463193, 2010; calls only at 10 µM (by protocol); MEF GFP-LC3 puncta imaging; test concentration mostly 10 µM; 0.98% of 190,000 active;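 active = percentage of spot-positive cells more than 3 SD above its plate mean, without a fluorescence outlier flag or 80% toxicity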;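 also: spot-positive cell cutoff set from DMSO-treated cells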
# human PMI inhibition: inhibitors of human PMI, primary screen, biochemical, fluorescence intensity, coupled assay (AID 1209) | Mannose-6-phosphate isomerase (Homo sapiens) | purified PMI enzyme, coupled fluorescence intensity; higher % means a stronger effect | one-dose inhibition, % at 20 µM; IC50 in µM for titrated hits | 0.42% of 190,000 active;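 also: plate controls were DMSO vehicle for no effect and wells lacking substrate for full effect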
# PMI inhibition: human PMI inhibitors, high substrate, primary screen, biochemical, fluorescence intensity, high mannose 6-phosphate (AID 1220); recombinant PMI enzyme, coupled fluorescence intensity; higher % means a stronger effect; one-dose inhibition, % at 20 µM; IC50 in µM for titrated hits; 0.66% of 190,000 active; Mannose-6-phosphate isomerase (Homo sapiens)
# bCat nuc transl: modulators of beta-catenin nuclear translocation, primary screen, imaging, HeLa cells, immunofluorescence, high-content; nuclear translocation activity, % at 5 µM; 0.3% of 190,000 active; AID 1665, 2009;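 active = nuclear translocation activity above 50% at 5 µM, with a well cell count of 50 or more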;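 also: per-cell ratio of nuclear to cytoplasmic median beta-catenin stain intensity; plate controls were DMSO negative control for no effect and GSK-3 inhibitor IX positive control for full effect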
#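 assay system = human HeLa cells, endogenous beta-catenin | times = compound treatment 24 h, 37°C, 5% CO2 | detection = Anti-beta-catenin immunofluorescence on PFA-fixed, Triton-permeabilized cells, DAPI nuclei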
# WT yeast gro inh: growth inhibition of WT strain, primary screen, mitochondrial fusion inhibitor project, WT and mutant strains, chemical genetic. mitochondrial fusion phenotypic screen. inhibition, % at 10 µM. 2.1% of 190,000 active; in the data active = inhibition above about 58%; tested in S. cerevisiae
# MT stabilize HCS: microtubule stabilizers in HeLa cells, primary screen, imaging, high-content imaging. HeLa tubulin immunostaining HCS, 24 h; share of cells brighter than vehicle mean+2SD. % tubulin-high responders, % at 10 µM. 0.83% of 200,000 active. AID 2205, 2009;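 active = plate Z-score above 3 for both tubulin-high and condensed-nucleus cell shares, with cell loss under 80%, at 10 µM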;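 also: anti alpha tubulin signal scored within the nucleus-defined area of each cell; some results filed as inactive read as strong as hits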
# WT yeast gro inh mutant strain: recorded beside WT yeast gro inh, whose call it bears; inhibition, %; mitochondrial fusion phenotypic screen, mutant strain inhibition
# Dynein transport cytoplasmic EGFP: second read-out of Dynein transport, no call of its own (marks repeat the call); z-score; measured here: cytoplasmic GR-EGFP intensity; hits give high values
# Dynein transport nuclear GR-EGFP: further read-out of Dynein transport, marked with its call; z-score; measured here: nuclear GR-EGFP intensity;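 lower value marks the stronger effect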
# Dynein transport cell count: further read-out of Dynein transport, marked with its call; z-score; measured here: cell count per field
# Insulin prom up cell count: also measured in Insulin prom up; calls as there; cell count; measured here: cytotoxicity, nuclei count;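 total cells summed across four imaged fields per well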
# bCat nuc transl cell count 5 µM: further read-out of bCat nuc transl, marked with its call; cell count; measured here: cell count, cytotoxicity flag
# MT stabilize HCS Hoechst-high %: further read-out of MT stabilize HCS, marked with its call; % Hoechst-high responders; measured here: nuclear condensation Hoechst responders;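 share of cells brighter than vehicle mean plus two SD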
# MT stabilize HCS cytotoxicity %: second read-out of MT stabilize HCS, no call of its own (marks repeat the call); toxicity, %; measured here: cytotoxicity by cell density;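 0% = mean cell density of plate MIN control wells and 100% = no cells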
# Autophagy mod cell loss 18 h: further read-out of Autophagy mod, marked with its call; toxicity, %; measured here: cell loss, nuclei count;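 cell loss after 18 h compound exposure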
# * = called active by the depositor; i = inactive; nt = no result given. Rule as the data show it, unless noted: active = inhibition above about 50%; inactive = the rest.
Structure,Yfh1-off respiration,Dynein transport,Dynein transport cytoplasmic EGFP,Dynein transport nuclear GR-EGFP,Dynein transport cell count,Insulin prom up,Insulin prom up cell count,Autophagy mod,Autophagy mod cell loss 18 h,human PMI inhibition,PMI inhibition,bCat nuc transl,bCat nuc transl cell count 5 µM,WT yeast gro inh,WT yeast gro inh mutant strain,MT stabilize HCS,MT stabilize HCS Hoechst-high %,MT stabilize HCS cytotoxicity %
COc1cc(/C=N\NC(=O)CN2CCOCC2)ccc1OCC(=O)Nc1ccc(C)c(C)c1,i,-0.116,-0.267,0.132,-0.132,nt,nt,i,-31.5,-10.0%,-4.9%,nt,nt,-8.2,-2.0,2.3,2.5,8.3
CCOC(=O)c1c(NC(=S)Nc2cc([N+](=O)[O-])ccc2OC)sc2c1CCCCC2,i,-0.423,-0.193,-0.384,-0.0701,-0.69,1511,i,10.6,28.1%,12.2%,-0.9,1152,-1.9,24.2,2.3,2.1,2.4
CC(C)c1cc(C(=O)Nc2cccnc2)no1,i,-0.928,-0.0578,-0.477,1.77,0.53,1216,i,-9.6,-1.2%,-5.0%,3.0,1172,17.0,1.2,2.9,2.2,6.7
COc1ccccc1OCC(=O)Nc1cc(S(=O)(=O)N2CCCCC2)ccc1N1CCCCC1,i,1.7,-0.227,0.284,-1.19,-0.14,1223,i,-13.0,1.5%,-23.0%,-1.9,996,-30.1,7.3,1.9,4.6,5.3
Cn1c(=O)c2c(nc(SCc3nn[nH]n3)n2Cc2ccccc2F)n(C)c1=O,i,1.31,-0.244,0.625,-1.12,nt,nt,i,30.6,-28.4%,-44.7%,nt,nt,-15.7,-1.9,5.1,2.1,7.3
CCCCN(CC)CCNS(=O)(=O)c1ccc2c(c1)oc(=O)n2C,i,-0.0267,-0.378,-0.0474,-0.282,-0.76,1289,i,7.9,-3.3%,1.5%,-2.2,969,0.0,-11.8,2.1,1.9,8.6
COc1ccc(OC)c(C2C=C(C34CC5CC(CC(C5)C3)C4)NC(=S)N2)c1 (stereo unspecified),i,0.0971,0.166,0.623,-2.78,-0.41,1082,i,14.9,15.8%,12.8%,0.7,942,76.0*,62.0*,2.4,2.3,11.8
CCCN(CC1CC1)C(=O)COC(=O)c1ccc(CNS(=O)(=O)c2ccc(F)c(Cl)c2)cc1,i,-0.399,-0.19,-0.393,0.114,nt,nt,i,-3.2,12.9%,0.1%,1.2,950,-4.2,-23.0,3.4,2.8,6.7
Cc1cnccc1NC(=O)c1cccs1,i,1.03,-0.0725,0.833,-1.97,-0.42,1432,i,-8.8,5.4%,-3.1%,2.3,998,-9.8,2.5,3.5,1.6,3.3
CN(C(=O)COC(=O)c1n[nH]c2ccccc12)C1CCS(=O)(=O)C1 (stereo unspecified),i,1.68,-0.257,0.594,-1.33,0.53,1510,i,-0.4,5.5%,-1.7%,-0.3,1077,-12.5,-18.4,2.9,2.7,6.6
CCN1CCN(S(=O)(=O)c2ccc3[nH]c(=O)oc3c2)CC1,i,-0.375,-0.278,-0.21,0.669,0.23,908,i,3.0,8.3%,8.0%,4.1,1111,11.9,-4.9,4.6,2.8,5.3
O=[N+]([O-])c1ccc(C(=S)N2CCN(Cc3ccccc3)CC2)cc1,i,-0.104,-0.201,-0.586,0.258,0.07,1591,i,-1.4,13.4%,14.9%,-2.2,1149,12.3,28.3,1.9,1.3,6.5
CCN(CC)S(=O)(=O)c1ccc2oc(SCc3ccc(F)cc3)nc2c1,i,0.0666,-0.238,-0.644,0.135,-1.37,1744,i,8.0,13.2%,10.7%,0.1,929,46.1,25.7,3.7,2.0,6.6
Cc1onc(-c2ccccc2Cl)c1C(=O)NC(=S)NCC(=O)c1ccccc1,i,-0.418,0.205,0.044,0.18,0.01,1309,i,-5.2,4.2%,5.2%,-0.1,1480,-10.8,-11.9,2.4,2.5,8.4
Cc1nc2ccc(NC(=O)COc3ccccc3[N+](=O)[O-])cc2s1,i,0.0945,-0.239,0.273,-0.532,0.53,1236,i,-7.2,2.1%,7.8%,-1.2,1001,-11.0,-8.6,3.2,2.9,5.9
COC(=O)NC1CCC(NC(=O)OC)CC1 (stereo unspecified),i,1.76,-0.133,0.897,-1.69,-1.07,1116,i,-13.7,-5.3%,-1.0%,-3.5,497,9.0,-1.8,3.6,1.6,2.0
COC(=O)C(C)NC(=S)N1CCN(c2c(F)cc3c(=O)c(C(=O)O)cn(C4CC4)c3c2OC)CC1C (stereo unspecified),i,0.541,-0.228,0.217,0.174,0.21,893,nt,nt,nt,nt,0.6,1339,nt,nt,nt,nt,nt
COC(=O)c1cc(S(=O)(=O)Nc2cccc(S(N)(=O)=O)c2)oc1C,i,0.656,-0.134,0.195,-0.607,0.49,1478,nt,nt,nt,nt,0.3,1056,nt,nt,nt,nt,nt
CSc1nccc(Oc2ccc(C#N)cc2)n1,i,0.0712,-0.225,0.417,-0.892,0.23,1301,i,6.9,9.7%,11.9%,-0.1,907,-6.5,10.3,1.6,1.4,2.3
N#CCCn1cc(C(=O)Nc2ccc([N+](=O)[O-])cc2)c(-c2cc3ccccc3o2)n1,i,0.562,-0.266,0.741,-0.394,-0.84,1540,i,27.9,1.4%,-0.7%,0.4,1033,-5.9,-8.3,1.9,0.8,2.4
Cc1oc2c(c1C(=O)O)C(=O)c1ccccc1C2=O,i,0.0782,-0.287,0.476,0.16,0.3,1595,i,18.8,-55.2%,-9.6%,0.8,1026,-5.4,2.9,2.5,1.9,3.8
COc1ccc(-c2n[nH]c(C)c2-c2ccc(Cl)cc2)c(O)c1OC,i,-0.509,-0.237,0.0272,-0.544,-0.03,1149,i,2.9,6.7%,0.9%,nt,nt,35.5,36.5,2.5,0.3,68.4
CCOC(=O)c1ccc(NC(=O)CN2CCc3ccccc3C2)cc1,i,-0.967,-0.244,-0.786,-0.166,0.13,1308,i,-4.0,13.6%,7.1%,nt,nt,9.0,-16.6,3.1,1.5,7.2
CC(=O)Oc1ccc2c(C)cc(=O)[nH]c2c1,i,-0.387,-0.108,0.0405,0.756,1.08,1651,i,5.9,5.0%,11.2%,0.2,1175,-4.3,7.6,2.1,1.9,2.1
COc1ccc(NC(=O)c2cc(-c3cccnc3)nc3c(C)c(C)ccc23)c(OC)c1,i,-0.823,-0.208,0.223,1.87,0.34,1632,i,-33.5,6.4%,3.9%,-0.5,1401,5.2,10.1,4.5,1.6,0.5
Cc1ccc(NC(=O)CCOc2ccccc2)cc1S(=O)(=O)Nc1ccccc1Cl,i,-0.657,-0.227,0.331,0.396,nt,nt,i,-11.9,19.9%,9.3%,0.0,1007,-1.1,-2.1,4.3,2.4,7.4
O=C(NCCC1=CCCCC1)C(=O)NCC(c1ccco1)N1CCN(c2ccccc2F)CC1 (stereo unspecified),i,0.0776,-0.316,-0.23,0.389,0.01,1206,i,5.3,8.5%,4.0%,5.4,1067,19.9,1.5,2.4,2.8,7.5
C=CCn1c(COc2cccc3cccnc23)nnc1SCC(=O)O,i,-0.331,1.03,0.364,1.99,-0.24,1290,i,-8.1,6.6%,1.1%,-0.4,1062,-7.6,-6.5,2.5,1.4,5.6
Cc1cccc(N(CC(=O)NCc2ccco2)C(=O)CCC(=O)Nc2nccs2)c1,i,-0.476,-0.341,-0.0717,0.761,0.15,1445,i,-1.6,4.7%,3.2%,-1.6,1060,-29.6,-6.6,1.4,2.0,9.5
Cc1ccc2ccccc2c1NC(=O)Cn1nnc(-c2cccnc2)n1,i,1.16,-0.115,0.591,-0.828,nt,nt,i,-7.0,nt,nt,0.6,1513,-10.5,-8.4,1.0,1.9,5.9

# Carrying on:
Structure,Yfh1-off respiration,Dynein transport,Dynein transport cytoplasmic EGFP,Dynein transport nuclear GR-EGFP,Dynein transport cell count,Insulin prom up,Insulin prom up cell count,Autophagy mod,Autophagy mod cell loss 18 h,human PMI inhibition,PMI inhibition,bCat nuc transl,bCat nuc transl cell count 5 µM,WT yeast gro inh,WT yeast gro inh mutant strain,MT stabilize HCS,MT stabilize HCS Hoechst-high %,MT stabilize HCS cytotoxicity %
COc1cccc(C(=O)OCC(=O)NCCc2ccccc2)c1OC,i,1.12,0.578,0.961,-1.64,-0.51,1036,i,-8.2,-5.9%,-0.1%,3.1,961,nt,nt,2.5,3.0,5.2
CCOC(=O)Cn1ncn(-c2ccc(OC(F)(F)F)cc2)c1=O,i,-0.576,-0.271,-0.39,0.998,0.36,1409,i,-38.1,5.3%,0.0%,-3.1,995,5.2,9.6,1.9,2.9,4.0
Cc1nc2ccccn2c1C(=O)NCc1cccnc1,i,-0.0909,-0.159,0.213,0.41,-0.38,1163,i,10.0,-1.3%,3.5%,-3.6,911,-1.0,-1.2,2.4,1.1,8.3
CCOCC(=O)Nc1cc(OC)c(Cl)cc1OC,i,0.552,-0.155,0.757,-0.795,-0.58,1240,i,1.4,-3.9%,-7.6%,nt,nt,15.6,-1.0,3.4,1.9,4.7
Cc1ccc(C2CC(=O)C=C(O)C2)cc1 (stereo unspecified),i,0.0885,-0.0843,0.231,0.15,0.28,871,i,-9.1,1.5%,2.4%,nt,nt,-0.8,-9.3,2.3,1.4,5.2
CC1Cc2ccccc2N1C1=CC(=O)CC(C)(C)C1 (stereo unspecified),i,1.05,-0.305,0.8,-1.77,-0.17,1235,i,3.9,-7.8%,-2.5%,-2.4,1089,1.7,-3.4,2.7,1.5,6.3

# Assay outcomes from PubChem.

# Rows are unselected (roughly 5% active in at least one column).
